LYP phosphatase – inhibitors of LYP phosphatase, biochemical, fluorescence intensity, uHTS (AID 1779). recombinant LYP phosphatase, fluorescence intensity; higher % means a stronger effect. inhibition, % at 11.5 µM, or IC50 in µM where a hit was titrated. 0.054% of 290,000 active;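 also: plate controls were vehicle with enzyme for no effect and no enzyme for full effect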
P. falciparum M1AAP – malaria alanyl aminopeptidase activity blockers – biochemical, fluorogenic H-Leu-NHMec substrate, 1536-well (AID 1445). recombinant M1AAP, H-Leu-NHMec fluorogenic kinetic assay; higher % means a stronger effect. inhibition, % at 30 µM; hits with a dose series show IC50 in µM. 0.42% of 220,000 active;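 active = primary inhibition above the hit cutoff, then over 50% inhibition at one or more dose response concentrations, cut at about 23% in these data, passing the limit was not always enough; inconclusive = conflicting primary data, or primary hits not chosen for dose response; inactive = low primary inhibition, or under 50% at every dose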;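 also: plate controls were DMSO full reaction for no effect and no enzyme background for full effect; strong numbers were not always called active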
XIAP displacement – small molecules displacing peptide from XIAP – biochemical, IAP family, fluorescence polarization (AID 1018). XIAP BIR domain, fluorescence polarization peptide displacement; higher % means a stronger effect. displacement, % at 20 µM; hits with a dose series show IC50 in µM. 0.007% of 200,000 active; in the data active = displacement above about 50%; also: a part of the inactive calls stands beside numbers as strong as those of hits
human PMI inhibitors – human PMI inhibitors, high substrate, primary screen, biochemical, fluorescence intensity, high mannose 6-phosphate (AID 1220); 0.66% of 190,000 active; recombinant PMI enzyme, coupled fluorescence intensity; higher % means a stronger effect; inhibition, % at 20 µM; hits with a dose series show IC50 in µM
Yfh1-off respiration – mitochondrial function rescue without frataxin homolog – Friedreich's ataxia, plus single-dose screen, dose response (AID 1465). one-dose fold induction at 50 µM; EC50 in µM for titrated hits. S. cerevisiae Yfh1-off respiration, WST-1 reduction, 72 h; higher fold induction means a stronger effect. 0.074% of 220,000 active;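 active = fold induction of absorbance versus untreated yeast above a set limit, then at least 30% activation at any dose in follow-up; inconclusive = repeats straddling the limit, or above it without dose testing; inactive = fold induction below the set limit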;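 also: activators that raise dye reduction in frataxin-depleted yeast; strong numbers were not always called active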
TNAP activation fold – stimulation of alkaline phosphatase TNAP activity – biochemical, luminescent, no phosphate acceptor, uHTS, primary screen (AID 1001); one-dose activation fold at 20 µM; EC50 in µM for titrated hits; 0.03% of 200,000 active; purified TNAP, luminescent activation assay, no phosphate acceptor; higher activation fold means a stronger effect; in the data active = activation fold from about 3, or a potency from the dose series; inactive = the rest, 99 in 100 with activation fold below about 1.6; also: many of its hits are not listed in these tables
PMI inhibitors – inhibitors of human PMI, primary screen, biochemical, fluorescence intensity, coupled assay (AID 1209); 0.42% of 190,000 active; purified PMI enzyme, coupled fluorescence intensity; higher % means a stronger effect; one-dose inhibition, % at 20 µM; IC50 in µM for titrated hits;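 also: plate controls were DMSO vehicle for no effect and wells lacking substrate for full effect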
WT yeast gro inh – growth inhibition of WT yeast, mitochondrial fusion screen. inhibition, % at 10 µM. AID 1362. mitochondrial fusion phenotypic screen, WT strain. 2.1% of 190,000 active; in the data active = inhibition above about 58%; tested in S. cerevisiae
M17LAP inhibition – P. falciparum M17LAP inhibitors, primary screen, biochemical, fluorogenic H-Leu-NHMec substrate, 1536-well (AID 1619) | 0.38% of 220,000 active | one-dose inhibition, % at 30 µM; IC50 in µM for titrated hits | recombinant M17LAP, H-Leu-NHMec fluorogenic kinetic assay; higher % means a stronger effect;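 active = compound inhibiting the enzyme by more than half at any dose during confirmatory dose-response retesting; inconclusive = strong single-dose inhibitors picked by rank but not retested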;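 also: plate controls were full reaction with DMSO carrier for no effect and no enzyme background for full effect; strong numbers were not always called active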
WT yeast gro inh mutant strain – further read-out of WT yeast gro inh, marked with its call; inhibition, %; mitochondrial fusion phenotypic screen, mutant strain inhibition
The depositor's hits bear a star; i = inactive; u = inconclusive; x = no result given. Rule as the data show it, unless noted: active = inhibition above about 50%; inactive = the rest.

Values run as follows: LYP phosphatase	Yfh1-off respiration	WT yeast gro inh	P. falciparum M1AAP	human PMI inhibitors	WT yeast gro inh mutant strain	M17LAP inhibition	PMI inhibitors	XIAP displacement	TNAP activation fold
- CCOC(=O)c1c(-n2cnnn2)sc2c1CCCC2
 : -5.0%	i	x	3.0%	x	x	-1.7%	x	x	x
- O=C(CCc1ccccc1)NNC(=S)NC(=O)c1ccc(Cl)cc1
 : -10.0%	i	64.5*	9.9%	-21.1%	42.2*	92.7%	-5.2%	2.5%	1
- O=S(=O)(Nc1ccc(-c2csc(-c3ccccc3)n2)cc1)c1ccccc1
 : 3.0%	i	90.6*	-0.5%	10.3%	60.7*	11.7%	21.3%	-8.3%	1.2
- CC(C)C(C)(C#N)NC(=O)CSc1nc2scc(-c3ccc(F)cc3)c2c(=O)n1Cc1ccccc1 (stereo not given)
 : -0.2%	i	7.8	4.2%	23.9%	-7.7	11.3%	23.6%	-14.3%	1.1
- O=C(CNc1cccc2ccccc12)c1ccc([N+](=O)[O-])cc1
 : 0.8%	i	0.8	4.2%	57.5%*	7.8	-6.0%	25.3%	-6.9%	1
- Cc1cc2cc(CNC(=O)Nc3cccc(Cl)c3)ccc2n1C
 : 6.3%	i	21.2	-0.1%	11.5%	22.0	6.1%	16.8%	-8.7%	1
- CCC(C)NC(=O)c1ccc(CSc2nc3ccncc3n2Cc2ccc(F)cc2)cc1 (stereo not given)
 : 4.6%	i	-9.7	6.9%	1.9%	-1.2	10.0%	1.4%	-3.8%	0.9
- CC(C)(C)NS(=O)(=O)c1cccc(S(=O)(=O)c2cccc(S(=O)(=O)NC(C)(C)C)c2)c1
 : -4.9%	x	-19.2	20.7%	-4.6%	-6.8	-8.0%	-1.6%	-1.9%	1.1
- COc1ccc2c(c1)SCC/C2=C\CN1C(=O)CCC1=O
 : 0.8%	i	15.6	-5.1%	10.6%	8.0	-6.2%	6.0%	-10.9%	1
- CCOC(=O)c1cc(-c2cccs2)nn1CCC#N
 : -5.5%	x	22.7	1.8%	-3.5%	-4.2	0.2%	1.1%	1.8%	1.1
- Cc1ccsc1/C=N/N1CCN(c2ccccc2)CC1
 : -7.8%	i	-1.8	3.3%	-4.1%	-8.8	-1.6%	2.4%	-2.6%	1.1
- Cn1c(=O)[nH]c(=O)c2c1nc(Br)n2Cc1ccccc1Cl
 : 0.3%	i	-9.1	-1.8%	2.9%	-26.1	-1.4%	-1.0%	0.4%	1.1
- O=C(NCc1cccnc1)C1c2ccccc2C(=O)N1Cc1ccccc1 (stereo not given)
 : -11.5%	i	-6.2	9.8%	-4.4%	-12.1	6.5%	1.8%	-2.1%	1.1
- COc1nccnc1NS(=O)(=O)c1ccc(NS(=O)(=O)c2ccc(NC(C)=O)cc2)cc1
 : -8.4%	i	-15.9	13.3%	-14.8%	-2.4	23.1%	-11.5%	-4.7%	1.2
- COc1ccccc1CNC(=O)c1ccc(-c2ccccc2)cc1
 : 1.0%	i	0.9	-0.4%	3.5%	4.6	1.5%	6.8%	-0.4%	1.1
- CCN(C(=O)COC(=O)c1ccc(Cl)c(N)c1)C1CCS(=O)(=O)C1 (stereo not given)
 : -3.4%	i	10.3	12.7%	-6.7%	9.2	-4.3%	-12.5%	-1.9%	1.1
- CCCSC1=C(C#N)C(c2ccccc2C)CC(=O)N1 (stereo not given)
 : -10.8%	i	7.5	7.2%	40.0%	15.4	-86.2%	9.8%	-5.9%	1.1
- Cc1nn(-c2ccc(Cl)nn2)c(=O)c2ccccc12
 : 1.6%	i	0.1	-1.1%	11.2%	4.4	2.3%	-3.2%	-8.3%	1.1
- COC(=O)NC1CCC(CC2CCC(NC(=O)OC)CC2)CC1 (stereo not given)
 : -5.7%	i	-8.0	6.6%	-1.7%	13.7	-4.9%	-3.7%	-5.9%	1
- Cc1ccc(C2CC2c2n[nH]c(=S)n2-c2ccc(Cl)cc2)cc1 (stereo not given)
 : -3.1%	i	39.6	-8.8%	17.5%	29.0	-12.0%	18.6%	-6.3%	1
- O=C(OCC#CCSc1nc2ccccc2s1)c1ccco1
 : 6.4%	i	5.5	0.9%	-19.7%	-20.5	-7.1%	-8.5%	-5.8%	1
- COc1ccc(NC(=S)NN2CCN(C)CC2)cc1
 : -7.9%	i	1.1	4.0%	-0.5%	8.7	11.4%	-3.0%	-3.1%	1
- O=C(Nc1ccc2oc(-c3ccccc3)nc2c1)c1ccco1
 : 3.8%	i	7.5	-4.4%	1.2%	-5.2	-5.2%	14.5%	-2.7%	1.1
- CCC(=O)Nc1ccc(NC(=O)c2ccccn2)cn1
 : 5.5%	i	20.5	2.3%	2.7%	24.8	17.1%	5.6%	-3.3%	1.1
- O=C(COC(=O)c1ccc(S(=O)(=O)N2CCOCC2)cc1)NC1CCCC1
 : -7.3%	i	-24.0	6.8%	-6.0%	-6.1	-8.8%	-15.6%	-2.9%	1
- CCN1CCN(C(=O)c2nn(-c3ccc(C)cc3)c(=O)c3c2c2ccccc2n3C)CC1
 : -4.5%	i	9.0	9.9%	3.6%	20.1	2.6%	4.3%	-0.7%	1.1
- C/C=C/C=C\C(=O)Nc1cccc(C2=NOC3(C2)C[C@@H](C(N)=O)N(C(=O)c2cc([N+](=O)[O-])cc([N+](=O)[O-])c2C)C3)c1 (stereo not given in full)
 : 3.5%	i	x	0.8%	x	x	9.3%	x	x	x
- O=C(O)CCc1ccc(-c2cccs2)n1NC(=O)c1ccc(Cl)cc1
 : 4.7%	i	16.0	u	4.1%	1.4	17.1%	7.8%	-7.3%	1.1
- C=CCc1cc(/C=N/NC(=O)CSc2nnc(CCCc3ccc(OC)cc3)o2)cc(OC)c1O
 : -0.4%	i	13.1	5.0%	-3.4%	0.4	7.0%	-4.8%	-17.3%	1.3
- Cc1cccc(OCc2nnc(SCC(=O)N3CCCC3)n2C)c1
 : -8.3%	i	-3.6	-0.5%	12.5%	0.5	0.3%	12.9%	0.0%	1.1
- COc1ccc(-n2nc(C(=O)NCc3ccco3)c3ccccc3c2=O)cc1
 : -8.2%	i	8.6	-2.5%	7.7%	3.9	0.3%	11.6%	-3.1%	1.1
- CCc1ccc(C(=O)CN2C(=O)NC(C)(c3ccc(C)cc3)C2=O)cc1 (stereo not given)
 : 4.0%	i	3.0	3.4%	-11.2%	2.6	2.0%	-8.8%	2.8%	1.1
- CCCCN(CCCC)c1ncnc2nc[nH]c12
 : -3.0%	i	78.4*	-8.3%	17.4%	77.1*	10.7%	15.5%	-0.1%	1.8
- Cc1cccc(C(=O)NCC(=O)OCC(=O)c2cc(C)n(CC3CCCO3)c2C)c1 (stereo not given)
 : 0.8%	i	8.1	4.2%	-10.4%	-8.6	4.0%	-18.5%	-5.8%	1.1
- CCOC(=O)C1(CC2CCCCO2)CCN(C(=O)Nc2ccccc2CC)CC1 (stereo not given)
 : -8.1%	i	-9.6	1.4%	-4.6%	-8.9	2.1%	0.8%	-3.1%	1.1
- Cc1ccc(NC(=O)CC2Oc3ccccc3NC2=O)c(C)c1 (stereo not given)
 : -4.6%	i	-3.3	2.7%	0.9%	-9.5	1.2%	-7.7%	-5.0%	1
- Cc1cc(C)c(S(=O)(=O)Nc2ccc3c(c2)CCC3)c(C)c1
 : -4.4%	i	77.1*	1.4%	7.7%	62.8*	0.3%	9.5%	2.7%	1.1
- COc1ccc(CCNC(=O)c2cc3ccccn3n2)c(OC)c1OC
 : -8.7%	i	11.8	-0.1%	-3.2%	3.9	2.5%	-0.9%	-4.0%	0.9
- Cc1cc(C)c2nc3nc(C)cc(C)c3c(N)c2c1
 : -6.3%	i	39.2	-8.4%	-2.8%	17.3	-118.7%	5.0%	-3.1%	1
- O=C(Oc1csc(=S)n1C(=O)c1ccccc1)c1ccccc1
 : -3.6%	i	-5.0	-0.6%	-45.9%	-11.6	-107.3%	-10.4%	-2.2%	1.1
- O=C1CCCC/C1=C\Nc1ccc(Cl)cn1
 : 0.4%	i	10.2	2.6%	-2.2%	-15.6	7.1%	1.2%	-1.1%	1.1
- Cc1cc(SCC(=O)c2cccs2)nc2c(C)cccc12
 : -2.5%	x	-43.1	9.9%	-2.5%	12.3	4.7%	-6.5%	-1.6%	0.9
- CC1CCCCC12NC(=O)N(CC(=O)Nc1ccccc1-c1ccccc1)C2=O (stereo not given)
 : 4.6%	i	3.7	9.9%	6.9%	2.9	20.1%	-2.5%	-8.9%	1.1
- CCSC1=C(C#N)C(c2ccc(F)cc2)CC(=O)N1 (stereo not given)
 : 1.9%	i	3.1	14.4%	20.1%	8.0	-2.3%	-0.5%	1.6%	1.1
- COc1ccccc1NC(=O)COC(=O)c1ccc2c(c1)nc(C)n2-c1ccccc1
 : -3.4%	i	9.2	-1.1%	16.0%	-3.6	-14.1%	11.9%	-4.3%	1.2
- CCC1C(=O)n2nc(-c3ccccc3)cc2N=C1C (stereo not given)
 : -5.4%	i	5.5	4.6%	6.7%	-5.5	-3.2%	12.0%	-2.2%	1
- CSCc1nnc(NC(=O)c2ccc(S(=O)(=O)N(C)C)cc2)o1
 : 1.8%	i	-3.4	-0.5%	-7.3%	-5.7	-0.2%	-9.8%	-5.7%	1
- O=C(O)c1cc2c(cc1Br)OCCCO2
 : -4.4%	i	-6.6	-5.3%	-6.7%	-12.7	-43.7%	-4.5%	-0.7%	1.1
- CCOC(=O)N1CCC(=NNC(=O)NC2CCCCC2)CC1
 : -5.4%	i	0.0	2.6%	4.6%	8.7	-2.4%	8.4%	-2.9%	1
- COc1ccc(CCNC(=O)CN(C2CCCCC2)S(C)(=O)=O)cc1OC
 : -5.6%	i	-6.7	17.8%	-11.2%	12.7	6.4%	1.8%	-3.5%	1.1

Structural class: the compounds so far containing a nitro group on carbon.
Values run as follows: LYP phosphatase	Yfh1-off respiration	WT yeast gro inh	P. falciparum M1AAP	human PMI inhibitors	WT yeast gro inh mutant strain	M17LAP inhibition	PMI inhibitors	XIAP displacement	TNAP activation fold
- O=C(CNc1cccc2ccccc12)c1ccc([N+](=O)[O-])cc1
 : 0.8%	i	0.8	4.2%	57.5%*	7.8	-6.0%	25.3%	-6.9%	1
- C/C=C/C=C\C(=O)Nc1cccc(C2=NOC3(C2)C[C@@H](C(N)=O)N(C(=O)c2cc([N+](=O)[O-])cc([N+](=O)[O-])c2C)C3)c1 (stereo not given in full)
 : 3.5%	i	x	0.8%	x	x	9.3%	x	x	x

Source: PubChem (several laboratories)
